Screening data: PubChem BioAssay, Southern Research Specialized Biocontainment Screening Center
VEEV TC-83 Vero: inhibitors of VEEV TC-83 cytopathic effect, confirmation, Vero cells (AID 588727); Vero cells, VEEV TC-83 cytopathic effect inhibition; higher % means a stronger effect; one-dose inhibition, % at 20 µM; IC50 in µM for titrated hits; 350,000 compounds, 0.13% hits; in the data active means a potency from the dose series; inconclusive means inhibition mostly from about 14% at the one dose, without a potency; inactive means the rest, 99 in 100 with inhibition below about 12%; further: strong numbers were not always called active
H1N1 NS1A inhibition: H1N1 influenza NS1A inhibitors, functional cell based assay (AID 504329). 340,000 compounds, 0.3% hits. NS1A functional cell-based assay, percent inhibition; higher % means a stronger effect. inhibition, % at 12.5 µM; hits with a dose series show IC50 in µM; in the data active means a potency from the dose series; inconclusive means inhibition above about 27% without an active follow-up result; further: strong numbers were not always called active
M. tuberculosis HTS: M. tuberculosis growth inhibition, HTS (AID 449762). one-dose inhibition, % at 25 µM; IC50 in µM for titrated hits. 330,000 compounds, 0.59% hits. M. tuberculosis H37Rv growth inhibition, 7H9 media; higher % means a stronger effect; in the data active means a potency from the dose series; inconclusive means inhibition above about 70% without an active follow-up result;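 further: bacterial growth assessed after seven days of incubation; strong numbers were not always called active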
M. tuberculosis: growth inhibition of non-replicating M. tuberculosis (AID 488890); Mycobacterium tuberculosis non-replicating, growth inhibition; higher % means a stronger effect; inhibition, % at 25 µM; hits with a dose series show IC50 in µM; 320,000 compounds, 0.39% hits; in the data active means a potency from the dose series; inconclusive means inhibition mostly from about 82% at the one dose, without a potency; inactive means the rest, 99 in 100 with inhibition below about 76%;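 further: plate controls were DMSO cells for no effect and high antibiotic wells for full effect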
Salmonella PhoP GFP: PhoP regulon inhibitors, Salmonella typhi PhoP promoter GFP reporter, confirmatory (AID 1850); one-dose inhibition, % at 50 µM; IC50 in µM for titrated hits; Salmonella Typhi PhoP-promoter GFP reporter, fluorescence, 4 h; higher % means a stronger effect; 310,000 compounds, 0.33% hits; in the data active means a potency from the dose series; inconclusive means inhibition mostly from about 25% at the one dose, without a potency; inactive means the rest, 99 in 100 with inhibition below about 19%;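 further: 0% = induced wells with vehicle and 100% = uninduced wells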
VEEV TC-83 Vero 10K pilot screen: further read-out of VEEV TC-83 Vero, marked with its call; inhibition, %; measured here: 10K pilot screen inhibition
An asterisk follows results filed as active; i = inactive; ? = inconclusive; · = not tested or not shown.

SMILES	VEEV TC-83 Vero	H1N1 NS1A inhibition	M. tuberculosis HTS	M. tuberculosis	Salmonella PhoP GFP	others
COc1ccc(Nc2c(-c3ccc(OC)cc3)nc3cnccn23)cc1	2.9%	-11%	6%	16%	-3%
COCCN(C(=O)CCC(=O)Nc1ccccn1)C(C(=O)NC(C)C)c1ccc(C)cc1 (configuration not stated)	0.4%	-2%	1%	-30%	6%
O=C(CSc1ncnc2scc(-c3ccccc3)c12)N1CCN(Cc2ccc3c(c2)OCO3)CC1	0.8%	15%	-3%	4%	-16%	VEEV TC-83 Vero 10K pilot screen=4.9
Cc1ccc2nsnc2c1S(=O)(=O)NCc1ccncc1	i	-3%	-5%	-5%	-2%
CCN(c1ccccc1)S(=O)(=O)c1ccc(Cl)c(NC(=O)COC(=O)C2CC2C)c1 (configuration not stated)	3.7%	-1%	-6%	5%	-1%
COC(=O)CCC/C=C1/SCC(NC(=O)c2ccccc2)C1O (configuration not stated)	0.8%	15%	4%	57%	2%
COc1ccccc1/C=C/c1nc(S(=O)(=O)c2ccccc2)c(NCCN(C)C)o1	i	-4%	11%	-5%	-7%
O=Cc1cn(Cc2ccccc2)nc1-c1cccnc1	1.1%	-2%	-6%	-5%	-20%
Cc1ccc(NC(=O)CCn2c(=O)[nH]c3ccsc3c2=O)cc1F	0.7%	7%	3%	-12%	-28%
N[C@@H](Cc1ccccc1)C(=O)N1CCC(C(=O)N[C@@H](CCC(=O)O)C(=O)O)CC1	0.3%	3%	-1%	-18%	0%
O=C(CSc1nnc(Nc2ccccc2)s1)NCc1cccs1	2.7%	-1%	5%	29%	-3%
CN1CCN(C(=O)COc2ccc(N(C)S(=O)(=O)c3ccc(F)cc3)cc2)CC1	1.0%	-7%	2%	6%	3%
COC(=O)COc1ccc(S(=O)(=O)Nc2ccccc2SC)cc1	1.2%	-4%	-4%	?	6%
CCOC(=O)Nc1cc(=O)c2ccccc2o1	3.2%	-2%	-8%	2%	0%
CCCCc1cc(=O)oc2cc(C)cc(OCC(=O)N3CCC(C(=O)O)(c4ccccc4)CC3)c12	0.9%	0%	-16%	17%	7%
O=C(NCCCN1CCOCC1)c1onc(CSc2ccncc2)c1C(=O)NCCCN1CCOCC1	i	3%	-4%	-15%	-3%
C/C(=N/O)c1ccc(N2C(=O)C3C4C=CC(C3C2=O)C2C3C(=O)N(c5ccc(/C(C)=N/O)cc5)C(=O)C3C42)cc1 (configuration not stated)	·	·	-8%	2%	0%
CCOC(=O)c1nnn(-c2nonc2-n2cccc2)c1CCl	5.3%	-4%	67%	16%	-5%
O=C(CN1C(=O)NC2(CCc3ccccc32)C1=O)c1ccc(F)c(F)c1 (configuration not stated)	2.6%	-16%	-2%	-13%	-2%
CC(C)(C)c1ccc(OCCC(=O)Nc2cccc(S(=O)(=O)N3CCCC3)c2)cc1	3.1%	1%	-4%	5%	9%
Cc1ccc(C)c(N(CC(=O)N(C)C)S(C)(=O)=O)c1	0.6%	24%	-9%	-6%	-4%
CC(C)(C)NC(=O)C(c1ccncc1)N(C(=O)Cn1nnc(-c2ccc(F)cc2)n1)c1ccccc1F (configuration not stated)	2.4%	-6%	·	·	·
C=CCn1c(NCCOC)nc2c1c(=O)n(C)c(=O)n2C	4.7%	-10%	-1%	-6%	7%
Cc1cc(C)cc(OC(=O)COc2ccccc2C)c1	i	-11%	-6%	72%	4%
CC(=O)OCCN(C)c1cc(SC(C)C)c2nonc2c1[N+](=O)[O-]	1.7%	8%	-1%	i	4%
CCCCN(C(=O)c1cc(S(=O)(=O)N2CCOCC2)ccc1F)c1c(N)n(CCCC)c(=O)[nH]c1=O	0.8%	-14%	·	·	·
COc1ccccc1C/C(N)=N/OC(=O)c1cccc([N+](=O)[O-])c1	8.3%	0%	5%	43%	3%
Cc1[nH]c2ccccc2c1/C=C(\C#N)C(=O)NC(C)c1ccccc1 (configuration not stated)	2.6%	10%	-3%	30%	0%
CCC(C)NC(=O)Cc1ccc(-c2ccccc2)cc1 (configuration not stated)	i	7%	-3%	52%	0%
O=C(NCC1CCCO1)c1cc(-c2ccc(Cl)cc2Cl)on1 (configuration not stated)	i	-1%	1%	40%	6%
CCOC(=O)C1=c2s/c(=C\c3ccncc3)c(=O)n2C(N)=C(C(=O)OC)C1c1ccncc1 (configuration not stated)	6.3%	-5%	3%	4%	4%
S=C(c1ccc2c(c1)OCO2)N1CCOCC1	0.3%	-2%	-6%	1%	6%
C[C@@H](C(=O)NCC1CCCO1)N1C(=O)N2CCc3c([nH]c4ccccc34)[C@@]2(C)C1=O (some centres not stated)	0.1%	-2%	-7%	-19%	-1%
CC1CCN(c2c(NCc3ccc(C(=O)N4CCc5ccccc54)cc3)c(=O)c2=O)CC1	5.8%	2%	-1%	·	-3%
CCOC(=O)c1cc2c(=O)n3ccccc3nc2n(C)c1=NC(=O)c1c(-c2c(F)cccc2Cl)noc1C	i	4%	5%	-3%	-6%
O=C(Nc1ccccc1C(=O)N/N=C/c1ccncc1)c1ccccc1	i	1%	1%	33%	-5%
COC(=O)c1ccc(N(CC(=O)NC2CCCC2)C(=O)CNC(=O)c2cccs2)cc1	0.4%	-3%	-4%	-4%	-4%
Cn1c(CN2CCOCC2)nnc1SCC(N)=O	0.0%	-5%	-5%	-14%	1%
COc1cc(C=O)ccc1OC(=O)Nc1ccccc1	1.5%	0%	-7%	-5%	-14%
O=C(Nc1ccc2[nH]c(=O)[nH]c2c1)C(F)(F)F	6.5%	0%	-2%	-6%	2%
C=CCOc1ccc(/C=C/C(=O)OCC(=O)N2CCN(S(=O)(=O)c3ccc(C)cc3C)CC2)cc1	1.1%	-8%	·	·	·
Cn1nc(-c2ccc(Cl)cc2)c2cc(C(=O)N3CCN(C(=O)c4ccco4)CC3)sc21	8.3%	5%	1%	42%	-1%
O=C(c1ccc(N2CCCCCC2)c([N+](=O)[O-])c1)N1CCC2(CC1)OCCO2	i	10%	9%	5%	0%
CC(=O)[C@]1(O)Cc2c(O)c3c(c(O)c2[C@@H](O[C@H]2C[C@H](N)[C@H](O)[C@H](C)O2)C1)C(=O)c1ccccc1C3=O	·	·	?	?	-222%
Cc1cccc(NC(=O)CSc2nnc(CCC(=O)Nc3ccc(C)c(Cl)c3)n2C)c1	1.9%	4%	-10%	-8%	3%
C/C(=N\NC=O)c1ccncc1	0.1%	3%	2%	-2%	6%
CN(c1ccc(C(=O)N2CCCCCC2)cc1)S(=O)(=O)c1ccc(Cl)cc1	2.9%	-3%	8%	20%	-2%
CCN(c1ccc(OC)cc1)S(=O)(=O)c1ccc(-c2ccc(=O)[nH]n2)o1	i	7%	-5%	-7%	1%
O=C(O)CN1C(=O)c2cccc3c(Br)ccc1c23	1.2%	-25%	-5%	3%	-3%
CC1CCCC(C)N1C(=O)COC(=O)Cc1ccc(F)cc1 (configuration not stated)	i	3%	1%	22%	-6%
Cc1cc(NC(=O)c2ccc(S(=O)(=O)N(C)C)cc2)n(-c2ccccn2)n1	2.0%	2%	-14%	-6%	-2%
O=C(Nc1ccccc1F)c1cc(Cl)sc1Cl	i	-3%	4%	0%	-2%
COc1ccc(S(=O)(=O)N2CCCC2)cc1OC	i	-2%	6%	-17%	-5%
Cc1cccc(NC(=O)c2nc[nH]c2C(=O)N[C@@H](C)C(=O)OC(C)(C)C)c1	4.5%	-13%	?	75%	7%
O=c1cc(-c2ccccc2Cl)oc2c(NS(=O)(=O)c3cccc4nsnc34)ccc(O)c12	1.9%	15%	-5%	15%	0%
Cc1ccnc(SC2CC(=O)N(c3ccc(C(C)C)cc3)C2=O)n1 (configuration not stated)	0.0%	-31%	-11%	?	-5%
Cc1ccnc2c(N3C(=O)C4C5C=CC(C5)C4(C)C3=O)cccc12 (configuration not stated)	0.8%	-1%	0%	-3%	-9%
COc1ccc(N2CCN(Cc3nc(N)nc(Nc4ccccc4OC)n3)CC2)cc1	2.1%	3%	?	78%	4%
CCOc1ccc(NC(=S)NCc2cccnc2)cc1	1.6%	-8%	-8%	42%	15%
COc1ccccc1NC(=O)N1CCN(Cc2ccc3c(c2)OCO3)CC1	0.8%	-5%	-10%	-9%	-11%

The results go on.
SMILES	VEEV TC-83 Vero	H1N1 NS1A inhibition	M. tuberculosis HTS	M. tuberculosis	Salmonella PhoP GFP	others
Cc1cc2ncn(CC3CC3(Cl)Cl)c2cc1C (configuration not stated)	0.9%	-6%	46%	55%	9%
CSc1nc(=O)n2cc(C)ccc2n1	0.7%	-3%	1%	4%	-7%
COC(=O)C1=C(C)N(c2cccc(C(C)=O)c2)C(=O)C1	4.8%	3%	3%	10%	6%
O=[N+]([O-])c1ccc(-c2nn(-c3ccccc3)cc2/C=N/n2c(-c3cccs3)n[nH]c2=S)cc1	2.7%	-10%	7%	-5%	-8%
C=CCSc1cc(C)nc2c(-c3ccccc3)c(C)nn12	7.8%	-4%	-1%	21%	4%
CCN1C=C(C(C)=O)C(=O)CC1	0.4%	-11%	·	·	·
C/C(=N\NC(=O)c1cccc(S(=O)(=O)Nc2cccc(Cl)c2)c1)c1cccs1	0.1%	3%	17%	18%	-7%	VEEV TC-83 Vero 10K pilot screen=4.9
COc1ccc(-c2cc(C(=O)NNC(=O)c3csc(N4CCOCC4)n3)c3ccccc3n2)cc1OC	7.9%	-7%	?	-11%	-6%
O=C(Nc1ccc(Br)cn1)C1CCCN1S(=O)(=O)c1ccccc1 (configuration not stated)	i	6%	54%	5%	-7%
CC(Sc1nn(-c2ccc(Cl)cc2)c(=S)s1)C(=O)NCC1CCCO1 (configuration not stated)	4.5%	-3%	4%	19%	-5%
COc1ccc(C(=O)C(C)C(C)=O)c(OCc2ccccc2)c1OC (configuration not stated)	1.2%	-3%	·	·	·
CC(=O)Nc1ccc(OCCOc2ccccc2C(C)=O)cc1	0.3%	-4%	-4%	11%	8%
Cc1ccc(NC(=S)c2ccc3ccccc3n2)c(C)c1	0.8%	5%	-3%	11%	3%
COc1ccc(C(=O)N2CCN(C(=O)Cc3ccccc3)CC2)cc1	0.9%	5%	2%	21%	0%
Cc1cc[n+](-c2nc3ccccc3nc2[N-]S(=O)(=O)c2cccs2)cc1C	1.3%	-3%	2%	13%	-6%
CCOC(=O)C1CCCN(C(=O)c2ccc(OC(C)=O)cc2)C1 (configuration not stated)	1.0%	-4%	-2%	4%	-6%
Cc1ccc(OCCn2c(=S)[nH]c3ccccc32)c(C(C)C)c1	3.7%	0%	15%	10%	2%
CC1=C(C(=O)OC(C)C)C(c2cccc(F)c2)N2C(=O)C(C)SC2=N1 (configuration not stated)	4.6%	3%	4%	7%	2%
O=C(COC(=O)c1ccc([N+](=O)[O-])o1)NC12CC3CC(CC(C3)C1)C2	1.9%	-9%	?	?	·
COc1ccc(-n2cnnc2SCc2cnc(-c3ccccc3)s2)cc1	i	-3%	-33%	20%	-2%
COc1ccc(S(=O)(=O)N2CCC(Nc3ccccc3Cl)CC2)cc1	2.0%	-2%	-1%	·	-4%
COc1ccc(Cl)cc1C(=O)Nc1ccc(NC(=O)C(C)C)cc1	4.1%	-2%	2%	10%	11%
NC(=O)c1ccc(NC(=O)COC(=O)CCC(=O)c2ccc(Cl)cc2)cc1	0.8%	-4%	-2%	3%	-9%
Cc1ccc(S(=O)(=O)N(C)C)cc1NC(=O)c1cc(=O)[nH]c2ccccc12	3.0%	-23%	-4%	13%	2%
CCOc1cccc(C=NCCc2ccc(OC)c(OC)c2)c1O	1.1%	2%	-2%	-28%	-1%
Nc1nc(N)nc(-c2cccc(Cl)c2)n1	1.3%	19%	-4%	0%	·
O=C(NNC(=S)Nc1ccc(Br)cc1Cl)c1ccncc1	0.9%	2%	-4%	79%	-10%

6 entries picked at random from the list so far, as already listed:
SMILES	VEEV TC-83 Vero	H1N1 NS1A inhibition	M. tuberculosis HTS	M. tuberculosis	Salmonella PhoP GFP	others
COc1ccc(C(=O)N2CCN(C(=O)Cc3ccccc3)CC2)cc1	0.9%	5%	2%	21%	0%
COC(=O)COc1ccc(S(=O)(=O)Nc2ccccc2SC)cc1	1.2%	-4%	-4%	?	6%
CCN1C=C(C(C)=O)C(=O)CC1	0.4%	-11%	·	·	·
Cc1cc(C)cc(OC(=O)COc2ccccc2C)c1	i	-11%	-6%	72%	4%
CCOc1ccc(NC(=S)NCc2cccnc2)cc1	1.6%	-8%	-8%	42%	15%
Cc1ccc(OCCn2c(=S)[nH]c3ccccc32)c(C(C)C)c1	3.7%	0%	15%	10%	2%
